Epigenetic derep = Quantitative High-Throughput Screen for Regulators of Epigenetic Control. murine LDR cells, GFP reporter derepression, 30 h. Potency, µM (doses to about 53.9 µM), inactives show at the highest dose GFP activation, actives largely listed as activators. 280,000 tested, 0.2% active; also: potency is read from the fitted curve at half-maximal effect; % of control where 0% means no effect; nearly all actives have a fitted effect of over 60% in size
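GFP-positive cell count by laser-scanning cytometry (objects 20–120 um) after 30 h, 37 C compound exposure of murine LDR cells; reporter is CMV-GFP integrated at a silenced locus, inducible by HDAC or DNMT inhibitors.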
NPSR antagonist = qHTS Assay for Antagonists of the Neuropeptide S Receptor: cAMP Signal Transduction. CHO-NPSR cells, cAMP TR-FRET, antagonist mode. 220,000 tested, 1% active. AID 1461, 2008. Potency, µM (series often up to 38.3 µM), without a hit: at the highest dose activity change, negative = inhibition, actives largely listed as inhibitors; also: potency is read from the fitted curve at half-maximal effect; % is scaled to controls: 0 for no effect and ±100 for the full control effect; nearly all actives have a fitted effect of over 50% in size; many of its hits are not listed in these tables
GLA spleen mod = qHTS Assay for Inhibitors and Activators of Human alpha-Galactosidase From Spleen Homogenate | Alpha-galactosidase A (Homo sapiens), P06280 | human spleen homogenate, 4MU-alpha-Gal fluorescence, 40 min | Potency, µM (series often up to 80 µM), inactives show top-dose activity change, negative = inhibition, most hits filed as inhibitors | 240,000 tested, 0.008% active | AID 2107, 2009;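 also: potency is read from the fitted curve at half-maximal effect; 0% = enzyme with vehicle and -100% = no enzyme basal signal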
Target sequence (P06280 32-429 limits assumed): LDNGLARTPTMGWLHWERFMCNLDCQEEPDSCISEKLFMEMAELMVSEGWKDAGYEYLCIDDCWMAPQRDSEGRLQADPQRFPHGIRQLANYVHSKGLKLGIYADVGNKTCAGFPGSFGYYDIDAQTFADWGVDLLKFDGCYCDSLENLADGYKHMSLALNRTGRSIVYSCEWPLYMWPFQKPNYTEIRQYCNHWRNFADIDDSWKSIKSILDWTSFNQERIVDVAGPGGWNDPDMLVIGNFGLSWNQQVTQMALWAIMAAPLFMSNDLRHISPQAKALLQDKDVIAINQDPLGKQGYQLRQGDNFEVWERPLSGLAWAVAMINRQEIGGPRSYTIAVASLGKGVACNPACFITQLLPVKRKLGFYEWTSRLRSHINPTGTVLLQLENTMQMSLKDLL
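Spleen homogenate 1 ug + cpd (titration) + 4-MU-alpha-D-galactopyranoside 1 mM; 37C 40 min; 50 mM citrate/phosphate pH 5.0, 0.01% Tween-20; stop pH 10; fluorescence 365/440; AC50 via Hill.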
Tau FP inhib = qHTS for Inhibitors of Tau Fibril Formation, Fluorescence Polarization; K18 P301L tau heparin fibrillization, Alexa594 FP, 6 h; Potency, µM (doses to about 57.7 µM), without a hit: at the top dose activity, negative = inhibition, hits mostly inhibitors; 280,000 tested, 0.39% active; also: potency is read from the fitted curve at half-maximal effect; % is scaled to controls: 0 for no effect and ±100 for the full control effect; nearly all actives have a fitted effect of over 55% in size
Target sequence (P10636 561-689 P618L limits assumed): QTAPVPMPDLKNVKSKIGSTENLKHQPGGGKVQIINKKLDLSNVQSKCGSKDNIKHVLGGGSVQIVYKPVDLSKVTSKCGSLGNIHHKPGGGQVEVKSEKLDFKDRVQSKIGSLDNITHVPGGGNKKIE
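Human K18 P301L fragment (15 uM unlabeled plus 0.24 uM Alexa 594-labeled) in 100 mM sodium acetate pH 7 with compound, aggregation induced by 20 uM heparin for 6 hr at 37 C. ThT (30 uM) added for 1 hr, then Alexa 594 FP read.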
Tau fluor counter = Counterscreen qHTS for Inhibitors of Tau Fibril Formation, Fluorescence Polarization. tau K18 P301L Alexa594 fluorescence, heparin fibrillization. Potency, µM (series often up to 57.7 µM), inactives show at the top dose activity change, negative = decrease. 280,000 tested, 0.93% active. AID 1463, 2008; also: potency is read from the fitted curve at half-maximal effect; % is scaled to controls: 0 for no effect and ±100 for the full control effect; nearly all actives have a fitted effect of over 55% in size
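Human tau K18 P301L (15 uM unlabeled, 0.24 uM Alexa 594-labeled) in 100 mM sodium acetate pH 7 with 20 uM heparin, 6 hr at 37 C. ThT 30 uM added, 1 hr ambient; Alexa 594 FP and total fluorescence read at 555/632 nm.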
TRb SRC2 PPI = qHTS for Inhibitors of the Interaction of Thyroid Hormone Receptor and Steroid Receptor Coregulator 2; Thyroid hormone receptor beta (Homo sapiens), P10828; TRbeta-SRC2 peptide binding, fluorescence polarization; receptor liganded with 1 µM T3; Potency, µM (series often up to 106 µM), for inactives: top-dose activity change, negative = inhibition, usual class: inhibitors; 280,000 tested, 0.065% active;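 also: potency is read from the fitted curve at half-maximal effect; plate controls were bound peptide for no effect and peptide without receptor for full effect; nearly all actives have a fitted effect of over 50% in size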
Target sequence (P10828 whole entry, looked up): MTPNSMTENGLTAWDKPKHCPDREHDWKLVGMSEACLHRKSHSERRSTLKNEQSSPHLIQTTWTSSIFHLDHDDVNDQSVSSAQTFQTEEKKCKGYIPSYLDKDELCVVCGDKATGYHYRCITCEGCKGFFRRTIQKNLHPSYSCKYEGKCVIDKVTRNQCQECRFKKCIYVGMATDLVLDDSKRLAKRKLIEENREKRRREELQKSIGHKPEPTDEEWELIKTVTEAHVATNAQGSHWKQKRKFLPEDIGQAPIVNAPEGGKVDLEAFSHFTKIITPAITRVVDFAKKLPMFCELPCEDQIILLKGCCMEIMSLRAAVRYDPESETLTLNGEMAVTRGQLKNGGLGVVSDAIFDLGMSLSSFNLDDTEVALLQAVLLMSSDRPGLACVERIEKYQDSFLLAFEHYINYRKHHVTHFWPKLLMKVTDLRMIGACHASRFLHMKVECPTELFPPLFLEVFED
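Human TRb ligand-binding domain (0.6 uM) is mixed with 20 nM Texas Red SRC2 peptide and 1 uM T3; after compound addition and 5 hr at ambient temperature, polarization is measured and normalized to unbound and bound controls.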
CBFb RUNX1 block = qHTS Assay for Compounds Blocking the Interaction Between CBF-beta and RUNX1 for the Treatment of Acute Myeloid Leukemia. 230,000 tested, under 10 active. AlphaScreen CBFb-His/RUNX1-biotin binding, biochemical. Potency, µM (highest dose often 59.8 µM), inactives show at the highest dose activity, negative = inhibition, actives largely listed as inhibitors. Runt-related transcription factor 1 (Homo sapiens) + Core-binding factor subunit beta …; also: % of control where 0% means no effect
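Read-out: AlphaScreen. Format: His-CBF-beta with biotinylated RUNX1 (30 nM each) preincubated 20 min, compound 15 min, Ni-chelate plus streptavidin beads 90 min; room temperature throughout.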
TR SRC2 fluor cs = Total Fluorescence Counterscreen for Inhibitors of the Interaction of Thyroid Hormone Receptor and Steroid Receptor Coregulator 2; TRb/SRC2 Texas Red total fluorescence interference; Potency, µM (doses to about 106 µM), inactives show at the highest dose fluorescence change, negative = quenching; 280,000 tested, 0.29% active; AID 1479, 2009; active = well fitted curve in either direction with a large enough effect; inconclusive = small, poorly fitted or top-dose-only effect; also: potency is read from the fitted curve at half-maximal effect; % is scaled to controls: 0 for no effect and ±100 for the full control effect
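Flags fluorescent or light-absorbing compounds by total fluorescence, S + 2P, at 555 nm excitation and 632 nm emission. Mixture: 20 nM Texas Red SRC2 peptide, 0.6 uM human TRb LBD, 1 uM T3, 5% DMSO; compound exposure 5 h at ambient temperature.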
Active calls of the source: *; ? = inconclusive; / = not tested or not shown; [ ] = dose if it differs, or a comment. Unless noted, calls follow the shape of the dose curve; as a rule, active = well fitted curve in the direction sought with a large enough effect; inconclusive = small, poorly fitted or top-dose-only effect, or another doubt; inactive = no such curve, though single readings can be large; an effect the other way counts as inactive or inconclusive. A portion of the library; rates above refer to the full screens.

item	Molecule	Epigenetic derep	NPSR antagonist	GLA spleen mod	Tau FP inhib	Tau fluor counter	TRb SRC2 PPI	CBFb RUNX1 block	TR SRC2 fluor cs
1	CC1C2CC(C/C2=N/NC(=O)c2cccs2)C1(C)C (stereo not given)	-2.2%	9%	2%	-5%	1%	-3%	-2%	-3%
2	CN(C)CCn1c(=S)[nH]c2ccc(Cl)cc2c1=O	1.1%	6%	-11%	-10%	-6%	-4%	-1%	-2%
3	NS(=O)(=O)c1ccc(CCNC(=O)Cc2ccc(S(=O)(=O)N3CCCC3)s2)cc1	-0.5%	-8%	-15%	-1%	-1%	-9%	?	0%
4	Cc1ccc(-n2nnc3c(SCC(=O)NCc4ccco4)ncnc32)cc1	3.5%	-5%[46.1 µM]	-6%	-6%	-11%	-1%	-5%	-8%
5	ONC(=Nc1cccc(C(F)(F)F)c1)c1cccnc1	0.9%	-11%	2%	-1%	3%	5%	6%	1%
6	Cc1cc(C)n2cc(CSc3nnc(-c4ccccc4)o3)nc2n1	-0.8%	3%[46.1 µM]	-3%	-4%	0%	-8%	6%	-4%
7	Cc1nc(-c2ccc(S(=O)(=O)Oc3ccc(Cl)cc3Cl)s2)cs1	10%	59%	-8%	?	?	5%	?	-2%
8	CCOC(=O)C1=C(C)Nc2nc3ccccc3n2C1c1ccc(O)cc1 (stereo not given)	-1.0%	7%	7%	-8%	?	2%	4%	-3%
9	COc1ccc(NC(=S)N(Cc2cccc(Br)c2)CC2CCC(C(=O)O)CC2)cc1 (stereo not given)	0.0%	-42%	-7%	7%	-7%	-3%	-3%	1%
10	COCc1nnc(NS(=O)(=O)c2ccc(C)cc2)s1	-1.0%	-7%[46.1 µM]	-1%	3%	9%	-3%	2%	3%
11	COc1cccc(N2CCN(c3ccc4nnc(CCC(=O)O)n4n3)CC2)c1	2.0%	/	/	-4%	-8%	2%	/	-1%
12	S=c1[nH]nc(-c2cccc3ccccc23)n1-c1cccnc1	0.0%	?	-5%	-3%	-7%	6%	-6%	-5%
13	O=C(Cc1cccs1)N1CCN=C1SCc1cccc(F)c1	7.2%	-2%	12%	5%	?	-9%	13%	-2%
14	Cc1ccc(C)c(NC2=C(Cl)C(=O)OC2OC(=O)c2ccco2)c1 (stereo not given)	1.4%	-16%[46.1 µM]	-29%	-3%	-24%	-9%	-1%	0%
15	Cc1cccc(C)c1NC(=O)Cn1cc(C(=O)c2ccco2)c2ccccc21	-1.0%	/	/	?	-28%	5%	/	-10%
16	Cc1ccc(S(=O)(=O)Nc2cc3c(C(=O)OCc4ccccc4)c(C)oc3c3ccccc23)cc1	?	/	/	-10%	-26%	5%	/	4%
17	Cc1cccc(NC(=O)c2cc(Cl)ccc2[N+](=O)[O-])c1	0.0%	2%	3%	-3%	-14%	-3%	-2%	-4%
18	Cc1ccc(C)c(Cn2cc(CCC(=O)NC3CCCCC3)c3ccccc32)c1	-2.8%	/	/	6%	-6%	-5%	/	-3%
19	O=C(Nc1ccc2c(c1)N(C1CCCC1)C(=O)c1ccccc1S2)c1ccccc1	3.9%	/	/	?	-26%	-9%	/	-3%
20	O=C(CCCl)Nc1ccc(S(=O)(=O)NCc2ccco2)cc1	0.0%	9%	0%	-9%	-6%	-4%	2%	-2%
21	COc1ccc(C2C(C(=O)N3CCCCC3)CCC(=O)N2c2cc(OC)c(OC)c(OC)c2)cc1 (stereo not given)	0.0%	2%	6%	2%	1%	-15%	3%	1%
22	O=C(Nc1ccc2c(c1)OCO2)C1CCCN1C(=O)Nc1ccccc1F (stereo not given)	0.9%	12%[46.1 µM]	5%	6%	12%	3%	13%	-1%
23	COc1ccc(-c2c3c(nc4sc(C(=O)Nc5ccc(F)cc5)c(N)c24)CC(C)(C)CC3=O)cc1	-2.7%	/	/	-7%	?	9%	/	-2%
24	Cc1ccc(C(=O)CSc2nnc(-c3ccccc3)n2-c2ccccc2)o1	-1.0%	-9%[46.1 µM]	1%	2%	3%	0%	-5%	-2%
25	Cc1onc(-c2ccccc2Cl)c1C(=O)NCCN1CCOCC1	-1.4%	-10%[46.1 µM]	-3%	1%	-5%	-1%	1%	0%

(next part)
item	Molecule	Epigenetic derep	NPSR antagonist	GLA spleen mod	Tau FP inhib	Tau fluor counter	TRb SRC2 PPI	CBFb RUNX1 block	TR SRC2 fluor cs
26	CCOc1ccc(N2C(=O)/C(=C/c3ccco3)N(C)C2=S)cc1	3.9%	-7%[46.1 µM]	2%	-12%	-16%	12%	-12%	-10%
27	CCN(CC)S(=O)(=O)c1cccc(C(=O)Nc2nc3cc4c(cc3s2)OCCO4)c1	-7.1%	-19%[46.1 µM]	21%	-10%	?	-11%	13%	-5%
28	COc1ccc(S(=O)(=O)N(C)C2CCS(=O)(=O)C2)cc1OC (stereo not given)	-1.1%	-5%[46.1 µM]	-10%	-12%	-4%	7%	-1%	-2%
29	O=C(CSc1ncc(-c2ccc(F)cc2)[nH]1)NCc1ccco1	3.1%	-7%[46.1 µM]	-7%	6%	-13%	-7%	-16%	-2%
30	O=C1c2ccccc2C(=O)c2c1ccc1c(=O)n(C3CCCCC3)[nH]c21	-1.0%	-23%[46.1 µM]	-1%	10%	?	-7%	-24%	-10%
31	Cc1ccc(C)c(-n2nnc(C(=O)Nc3ccc(Br)cc3)c2C)c1	-1.8%	/	/	5%	-12%	-5%	/	-1%
32	Cc1cc(NC(=O)c2ccc(Cl)cc2)c(C)cc1O	1.1%	5%	11%	-2%	-4%	5%	5%	2%
33	O=C(Nc1ccc(F)cc1F)N1CCN(c2ncccn2)CC1	0.0%	-5%[46.1 µM]	6%	-1%	0%	-22%	10%	-2%
34	CCS(=O)(=O)c1ccc(O)c(NC(=O)COc2ccc(OC)cc2)c1	-3.2%	2%	0%	0%	-12%	2%	-9%	-3%
35	COc1ccc(CC(=O)NCC(c2cccs2)S(=O)(=O)c2ccc(F)cc2)cc1 (stereo not given)	3.8%	/	/	-8%	-15%	3%	/	0%
36	COc1ccccc1NC(=O)C1CCCCC1	-2.0%	-9%[46.1 µM]	-4%	-7%	-2%	3%	7%	-6%
37	COc1ccc(C(=O)OCCNC(=O)c2c(Cl)nc3ccccn23)cc1	-0.9%	0%[46.1 µM]	5%	1%	-9%	8%	6%	2%
38	COCCN(C(=O)c1ccco1)C(C(=O)NC1CCCC1)c1cccs1 (stereo not given)	-1.9%	-5%[46.1 µM]	-2%	9%	6%	-10%	-1%	-2%
39	COc1ccccc1NC(=O)c1ccc(NC(=O)COC(=O)C(C)C)cc1	0.0%	0%	2%	1%	-8%	-4%	2%	4%
40	C/C(=N\NC(=O)COc1ccc(C)cc1C(C)C)c1ccc(-n2ccnc2)cc1	-0.9%	-25%[46.1 µM]	-8%	-4%	-20%	-5%	-8%	-40%
41	CCOc1cc(C)c(S(=O)(=O)NC2CCCCC2)cc1C	2.4%	-17%[46.1 µM]	-4%	?	-9%	10%	8%	2%
42	CC(/C=C/c1ccccc1)=N\NC(=O)c1ccc(Br)cc1	1.7%	5%	-3%	-6%	2%	-3%	-7%	-1%
43	COCCNC(=O)Nc1ccc2nc(C)sc2c1	-1.0%	1%[46.1 µM]	2%	4%	-4%	5%	-2%	0%
44	CCOC(=O)CSc1nc2c(c(=O)[nH]c(=O)n2C)n1C/C=C(/C)Cl	0.0%	-4%[46.1 µM]	5%	0%	1%	2%	-1%	-2%
45	COc1cc2c(cc1OC)CN(c1nc(CN3CCOCC3)nc3sc4c(c13)CCCC4)CC2	-1.1%	-41%	-23%	-3%	-5%	2%	?	-22%
46	COc1ccccc1CNC(=O)CN1C(=O)CCn2nc(-c3ccccc3)cc21	-1.3%	/	/	-12%	-8%	3%	/	-2%
47	Cc1cc(C)cc(C(=O)Nc2cc(C(F)(F)F)ccc2N2CCN(c3ccccc3)CC2)c1	-0.2%	/	/	-2%	-5%	-2%	/	-1%
48	C=CCN(CC=C)C(=S)NC(=O)Cc1cccc2ccccc12	?	?	-1%	-1%	?	-3%	3%	-6%
49	CCOc1ccc(N=C2NC(=O)S/C2=C\c2ccc(O)cc2)cc1	-1.5%	-4%[46.1 µM]	-1%	-4%	?	-3%	-9%	-21%
50	CCOC(=O)c1cnc2nc(COc3ccccc3)[nH]n2c1=O	0.9%	0%[46.1 µM]	-9%	4%	-6%	-4%	1%	-9%
51	CCCCN1CC(C(=O)NC2CCCCC2)CC1=O (stereo not given)	8.8%	1%[46.1 µM]	1%	1%	5%	-8%	2%	-8%
52	COc1ccc(CNC(=O)CCc2c(C)nc3cc(-c4ccc(OC)cc4OC)nn3c2C)cc1	-1.1%	/	/	11%	-20%	2%	/	-16%
53	CCCOc1ccc(C(=O)NCCCn2ccnc2)cc1	-2.1%	5%[46.1 µM]	-1%	4%	5%	4%	4%	-4%

Given with one line to a screen: 2 of the compounds above.
42	CC(/C=C/c1ccccc1)=N\NC(=O)c1ccc(Br)cc1
43	COCCNC(=O)Nc1ccc2nc(C)sc2c1

entry no. | 42 | 43
Epigenetic derep | 1.7% | -1.0%
NPSR antagonist | 5% | 1%[46.1 µM]
GLA spleen mod | -3% | 2%
Tau FP inhib | -6% | 4%
Tau fluor counter | 2% | -4%
TRb SRC2 PPI | -3% | 5%
CBFb RUNX1 block | -7% | -2%
TR SRC2 fluor cs | -1% | 0%

Screens: PubChem BioAssay, National Center for Advancing Translational Sciences (NCATS)
